GAA inh: alpha-glucosidase (human) inhibition | P10253 | purified human GAA, 4-MU-alpha-glucoside fluorescence | Potency, µM (series often up to 76.9 µM), without a hit: at the top dose activity change, negative = inhibition, most hits filed as inhibitors | actives 0.005% (n = 200,000);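 further: plate controls were uninhibited enzyme wells for no effect and no-enzyme background for full effect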
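Read-out is 4-methylumbelliferone fluorescence (Ex 365/Em 440 nm) after NaOH/glycine stop at pH 10. Enzyme 4 nM, substrate 400 uM, pH 5.0 citrate buffer, 20 min room temperature; AC50 from Hill-equation concentration-response.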
Tau FP inhib: tau fibrillization inhibition (FP); AID 1468; K18 P301L tau heparin fibrillization, Alexa594 FP, 6 h; actives 0.39% (n = 280,000); Potency, µM (top dose mostly 57.7 µM), for inactives: at the highest dose activity, negative = inhibition, most hits filed as inhibitors; further: on the % scale 0 is the no-effect control and ±100 the full control effect; nearly all actives have a fitted effect of over 55% in size
Target sequence (P10636 561-689 P618L limits assumed): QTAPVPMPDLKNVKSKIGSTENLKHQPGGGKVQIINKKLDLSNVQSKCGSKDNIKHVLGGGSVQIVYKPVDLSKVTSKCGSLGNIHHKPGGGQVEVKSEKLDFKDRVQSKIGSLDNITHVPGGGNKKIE
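Read-out: fluorescence polarization of Alexa 594-labeled tau (0.24 uM), 555 nm excitation, 632 nm emission. Mixtures held 15 uM unlabeled K18 P301L, compound and 20 uM heparin, pH 7 acetate buffer, incubated 6 hr at 37 C.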
HTT ATP protect: protects HTT-Q103 PC12 cells, measured by ATP | PC12 HTT-Q103 induced, cytoprotection, ATP luminescence, 40 h | Potency, µM (highest dose often 56.4 µM), for the others: cytoprotection (ATP increase), hits mostly activators | actives 0.14% (n = 230,000) | AID 1471;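 further: % of control where 0% means no effect; nearly all actives have a fitted effect of over 45% in size; toxic huntingtin expression switched on by the ecdysone agonist tebufenozide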
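ATP quantification (ATPlite) reports survival of PC12 cells in which tebufenozide, 100 nM final, switches on Htt exon 1 with 103 glutamines linked to GFP; compounds are titrated.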
GAA spleen mod: lysosomal alpha-glucosidase (human) modulation; P10253; human spleen homogenate, 4-MU-alpha-glucoside fluorescence; Potency, µM (highest dose often 79.9 µM), for inactives: at the highest dose activity change, negative = inhibition, hits mostly inhibitors; actives 0.006% (n = 240,000); AID 2112;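 further: 0% = enzyme with vehicle and -100% = no enzyme basal signal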
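Human spleen homogenate (1 ug) incubated with compounds and 1 mM 4-methylumbelliferyl-alpha-D-glucopyranoside in pH 5.0 citrate/phosphate buffer, 37 C, 40 min. Stopped at pH 10; 4-MU fluorescence (Ex 365/Em 440 nm); AC50 by Hill fit.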
GAA glycogen: GAA glycogen-cleavage inhibition or activation | P10253 | recombinant GAA, glycogen substrate, Amplex Red glucose oxidase fluorescence | Potency, µM (highest dose often 76.4 µM), without a hit: at the highest dose activity change, negative = inhibition, hits mostly inhibitors | actives 0.38% (n = 300,000) | AID 2100;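 further: 0% = full enzyme reaction and -100% = no-enzyme basal signal; the screen sought inhibitors and activators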
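Recombinant enzyme (4 nM final) with compounds titrated up to 77 uM and bovine liver glycogen (30 ug) in citrate pH 5.0, 0.01% Tween-20, 37 C 40 min. Released glucose detected by Amplex Red/glucose oxidase (Ex 573/Em 610); AC50 from Hill fits.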
aGal spleen mod: inhibitors or activators of human alpha-galactosidase in spleen homogenate; P06280; human spleen homogenate, 4MU-alpha-Gal fluorescence, 40 min; Potency, µM (highest dose often 80 µM), without a hit: top-dose activity change, negative = inhibition, most hits filed as inhibitors; actives 0.008% (n = 240,000);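 further: 0% = enzyme with vehicle and -100% = no enzyme basal signal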
Target sequence (P06280 32-429 limits assumed): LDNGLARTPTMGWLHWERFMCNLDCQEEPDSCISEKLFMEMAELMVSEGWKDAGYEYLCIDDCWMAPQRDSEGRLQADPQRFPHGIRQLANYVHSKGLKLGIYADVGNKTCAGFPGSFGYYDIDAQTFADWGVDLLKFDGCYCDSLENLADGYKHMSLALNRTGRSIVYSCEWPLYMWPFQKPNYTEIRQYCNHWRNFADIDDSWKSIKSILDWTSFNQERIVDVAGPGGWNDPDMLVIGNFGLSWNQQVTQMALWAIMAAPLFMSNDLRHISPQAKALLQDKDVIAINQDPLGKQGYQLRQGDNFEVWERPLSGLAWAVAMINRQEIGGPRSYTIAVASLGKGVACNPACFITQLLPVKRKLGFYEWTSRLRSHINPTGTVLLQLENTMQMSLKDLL
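Fluorogenic readout (Ex 365/Em 440 nm) of 4-methylumbelliferone released from 1 mM 4-MU-alpha-galactoside by spleen homogenate, 40 min at 37C, pH 5.0. Data normalized to no-enzyme and enzyme controls; Hill-equation AC50 from compound titrations.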
Tau ThT inhib: inhibitors of human tau fibril formation, thioflavin T binding; actives 2.1% (n = 270,000); AID 1460; recombinant tau K18 P301L, heparin-induced fibrillization, ThT fluorescence; Potency, µM (highest dose often 57.4 µM), inactives show at the top dose activity, negative = inhibition, hits mostly inhibitors; further: on the % scale 0 is the no-effect control and ±100 the full control effect; nearly all actives have a fitted effect of over 55% in size
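Heparin-induced fibrillization of the P301L-mutant K18 repeat-domain fragment of human tau was followed by ThT binding in quantitative high-throughput format.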
Tau fluor counter: counter-screen for tau fibril formation inhibitors; Potency, µM (doses to about 57.7 µM), inactives show at the highest dose activity change, negative = decrease; actives 0.93% (n = 280,000); tau K18 P301L Alexa594 fluorescence, heparin fibrillization; AID 1463; further: on the % scale 0 is the no-effect control and ±100 the full control effect; nearly all actives have a fitted effect of over 55% in size
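Human tau K18 P301L (15 uM unlabeled, 0.24 uM Alexa 594-labeled) in 100 mM sodium acetate pH 7 with 20 uM heparin, 6 hr at 37 C. ThT 30 uM added, 1 hr ambient; Alexa 594 FP and total fluorescence read at 555/632 nm.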
* hit, by the source's call; ? = inconclusive; . = not tested or not shown; & = joins results of further samples; [ ] = dose if it differs, or a comment. The call rests on the fitted dose curve; in most records, active means well fitted curve in the direction sought with a large enough effect; inconclusive means small, poorly fitted or top-dose-only effect, or another doubt; inactive means no such curve, though single readings can be large; an effect the other way counts as inactive or inconclusive. Potency means the concentration at half of the fitted maximal effect.

SMILES	GAA inh	Tau FP inhib	HTT ATP protect	GAA spleen mod	GAA glycogen	aGal spleen mod	Tau ThT inhib	Tau fluor counter
CCOC(=O)c1cc2sc(C)cc2n1CC(=O)NCc1ccc(F)cc1	-2%	7%	-9%[10 µM]	0%	2%	8%	0%	-2%
COc1ccc(NC(=S)Nc2ncccc2C)c(OC)c1	-1%	7%	-36%	1%	-30%	-17%	?	-24%
CCC(=O)c1ccc(Oc2ccc(C(=O)c3ccc(C)cc3)cc2[N+](=O)[O-])cc1	-5%	0%	7%[10 µM]	2%	8%	-2%	-7%	-23%
CCN1C(=O)[C@H]2[C@H]3[C@H](O)[C@H](O)C/C(=N/O[C@@H]4O[C@H](COC(C)=O)[C@@H](OC(C)=O)[C@H](OC(C)=O)[C@H]4OC(C)=O)[C@@H]3CC[C@@H]2C1=O	.	1%[11.6 µM]	?	-1%[17.4 µM]	.	7%[17.5 µM]	-3%[11.5 µM]	3%[11.6 µM]
COc1cc(NC(=O)CCS(=O)(=O)c2nc(-c3cccs3)cc(C(F)(F)F)n2)cc(OC)c1OC	.	1%	.	.	13%[76.3 µM]	.	?	-6%
CCCn1c(SCC(=O)Nc2ccc(OC)cc2[N+](=O)[O-])n[nH]c1=O	-1%	2%	-33%[inhibitor]	-11%	6%	10%	-18%	-14%
Cc1cccc2cc(CNC3CCCC3)c(Cl)nc12	3%	-5%	-3%[10 µM]	-2%	7%	-1%	9%	-12%
COc1cc(/C=N/NC(=O)C(=O)NCc2ccco2)cc(Cl)c1O	.	?	-18%[10 µM]	-7%	0%	5%	?	-19%
Brc1ccc(-c2cc3c(N4CCN(c5ccccc5)CC4)nccn3n2)cc1	.	-1%	.	.	11%[76.3 µM]	.	-13%	-18%
O=C(NC1C2CC3CC(C2)CC1C3)C1CC1 (configuration not stated)	0%	-2%	10%	-4%	3%	3%	-5%	-4%
CC(C)(C)n1nnnc1CN(Cc1ccc(F)cc1)Cc1ccco1	-3%	11%	32%[10 µM]	6%	-10%	5%	-8%	-10%
Cn1c(SCCOc2ccccc2Cl)nnc1-c1ccncc1	-5%	-1%	-1%	1%	?	-9%	-14%	-2%
CCn1cc(C(=O)N2CC=C(c3ccccc3)CC2)c(=O)c2ccc(C)nc21	-1%[15.4 µM]	4%	-35%	-4%	-3%	-8%	-17%	-29%
O=C(CSc1nnc2scc(-c3ccccc3)n12)Nc1ccc(Cl)cc1	.	-11%	.	.	-5%[76.3 µM]	.	0%	-13%
CCN(CC)CCN1C(=O)c2oc3ccccc3c(=O)c2C1c1cccc(Br)c1 (configuration not stated)	1%	2%	-5%	-4%	3%	-2%	-4%	-10%

An excerpt of these results, in markdown.
| smiles | GAA inh | Tau FP inhib | HTT ATP protect | GAA spleen mod | GAA glycogen | aGal spleen mod | Tau ThT inhib | Tau fluor counter |
| --- | --- | --- | --- | --- | --- | --- | --- | --- |
| CCC(=O)c1ccc(Oc2ccc(C(=O)c3ccc(C)cc3)cc2[N+](=O)[O-])cc1 | -5% | 0% | 7%[10 µM] | 2% | 8% | -2% | -7% | -23% |
| CCN1C(=O)[C@H]2[C@H]3[C@H](O)[C@H](O)C/C(=N/O[C@@H]4O[C@H](COC(C)=O)[C@@H](OC(C)=O)[C@H](OC(C)=O)[C@H]4OC(C)=O)[C@@H]3CC[C@@H]2C1=O | . | 1%[11.6 µM] | ? | -1%[17.4 µM] | . | 7%[17.5 µM] | -3%[11.5 µM] | 3%[11.6 µM] |
| COc1cc(NC(=O)CCS(=O)(=O)c2nc(-c3cccs3)cc(C(F)(F)F)n2)cc(OC)c1OC | . | 1% | . | . | 13%[76.3 µM] | . | ? | -6% |
| CCCn1c(SCC(=O)Nc2ccc(OC)cc2[N+](=O)[O-])n[nH]c1=O | -1% | 2% | -33%[inhibitor] | -11% | 6% | 10% | -18% | -14% |
| Cc1cccc2cc(CNC3CCCC3)c(Cl)nc12 | 3% | -5% | -3%[10 µM] | -2% | 7% | -1% | 9% | -12% |
| COc1cc(/C=N/NC(=O)C(=O)NCc2ccco2)cc(Cl)c1O | . | ? | -18%[10 µM] | -7% | 0% | 5% | ? | -19% |
| Brc1ccc(-c2cc3c(N4CCN(c5ccccc5)CC4)nccn3n2)cc1 | . | -1% | . | . | 11%[76.3 µM] | . | -13% | -18% |
| O=C(NC1C2CC3CC(C2)CC1C3)C1CC1 (configuration not stated) | 0% | -2% | 10% | -4% | 3% | 3% | -5% | -4% |
| CC(C)(C)n1nnnc1CN(Cc1ccc(F)cc1)Cc1ccco1 | -3% | 11% | 32%[10 µM] | 6% | -10% | 5% | -8% | -10% |
| Cn1c(SCCOc2ccccc2Cl)nnc1-c1ccncc1 | -5% | -1% | -1% | 1% | ? | -9% | -14% | -2% |
| CCn1cc(C(=O)N2CC=C(c3ccccc3)CC2)c(=O)c2ccc(C)nc21 | -1%[15.4 µM] | 4% | -35% | -4% | -3% | -8% | -17% | -29% |
| O=C(CSc1nnc2scc(-c3ccccc3)n12)Nc1ccc(Cl)cc1 | . | -11% | . | . | -5%[76.3 µM] | . | 0% | -13% |
| CCN(CC)CCN1C(=O)c2oc3ccccc3c(=O)c2C1c1cccc(Br)c1 (configuration not stated) | 1% | 2% | -5% | -4% | 3% | -2% | -4% | -10% |

Continued:
SMILES	GAA inh	Tau FP inhib	HTT ATP protect	GAA spleen mod	GAA glycogen	aGal spleen mod	Tau ThT inhib	Tau fluor counter
O=C(NCCCN1CCCC1)c1ccc2c(c1)N(Cc1ccccc1)CCS2	.	17%	13%[10 µM]	8%	4%	22%	-9%	-18%
CCCCOc1ccc(NC(=O)CN2CCN(C(=O)OCC)CC2)cc1	5%	-1%	11%[10 µM]	-6%	3%	-7%	-14%	-10%
CCC(O)C1CCN(C(=O)c2cc(COc3ccc4ncccc4c3)on2)CC1 (configuration not stated)	6%	-13%	-24%[10 µM]	6%	-11%	1%	-3%	-8%
Cc1cc(C)c2c(N)c(C(=O)c3ccc(Cl)cc3Cl)sc2n1	1%	-4%	15%[10 µM]	3%	-1%	1%	3%	-13%
COc1ccc(-c2ccc3c(N)c(C(=O)c4ccc(OC)c(OC)c4)sc3n2)cc1	-4%	4%&9%	10%	-6%	7%[76.3 µM]	-2%	?	?
Cc1cc(C)c(S(=O)(=O)Nc2ccc3[nH]c(=O)[nH]c3c2)c(C)c1	?	1%	14%[10 µM]	0%	-3%	1%	-7%	-5%
CCOC(=O)Cn1c(=O)oc2cc(S(=O)(=O)Nc3cccc(C)c3)ccc21	-6%	10%	-3%	5%	-15%	5%	-6%	-17%
COc1ccc(C(c2nnnn2CS(=O)(=O)c2ccc(C)cc2)N2CCN(c3ncccn3)CC2)cc1 (configuration not stated)	-11%	4%	25%[10 µM]	-8%	-8%	-5%	-12%	-14%
CC(C)=CCOc1cc2oc(=O)ccc2cc1O	.	5%	.	1%	.	12%	-10%	-21%
CC(=O)c1ccc(N(C)C)cc1	-1%	7%	3%[10 µM]	6%	23%	4%	-9%	-5%
Cc1ccc(CN2CCSc3ccc(C(=O)Nc4ccc(F)cc4F)cc32)cc1	.	11%	.	.	-16%[76.3 µM]	.	-12%	?
COc1ccc(NCC(=O)Nc2ccccc2C#N)cc1Cl	-3%	1%	-24%	-14%	?	4%	?	-17%
CCc1ccccc1NC(=O)CN1CCC(NC(=O)COC)CC1	-1%	-1%	1%	1%	-2%	-2%	1%	4%
Cc1nccn1-c1ccc(C=O)cc1	-1%	2%	-16%[10 µM]	2%	11%	-5%	-3%	4%
Nc1cc(N)nc(SCC(=O)N2CCN(S(=O)(=O)c3ccccc3)CC2)n1	.	-3%	9%[10 µM]	-20%	-6%	-8%	-8%	-5%

Two of these compounds in a different format:
Cc1ccc(CN2CCSc3ccc(C(=O)Nc4ccc(F)cc4F)cc32)cc1
- GAA inh: .
- Tau FP inhib: 11%
- HTT ATP protect: .
- GAA spleen mod: .
- GAA glycogen: -16%[76.3 µM]
- aGal spleen mod: .
- Tau ThT inhib: -12%
- Tau fluor counter: ?

CCC(O)C1CCN(C(=O)c2cc(COc3ccc4ncccc4c3)on2)CC1 (configuration not stated)
- GAA inh: 6%
- Tau FP inhib: -13%
- HTT ATP protect: -24%[10 µM]
- GAA spleen mod: 6%
- GAA glycogen: -11%
- aGal spleen mod: 1%
- Tau ThT inhib: -3%
- Tau fluor counter: -8%

Next part:
SMILES	GAA inh	Tau FP inhib	HTT ATP protect	GAA spleen mod	GAA glycogen	aGal spleen mod	Tau ThT inhib	Tau fluor counter
CC(=O)c1ccc(N2CCN(C(=O)Nc3ccc(C(C)C)cc3)CC2)cc1	0%	-6%&-4%	-15%	-1%	0%	5%	?	?
CCc1ccccc1NC(=S)N(CCc1ccncc1)C(C)C	-1%	4%	3%	5%	3%	1%	-3%	-6%
CCOc1ccc(NC(=O)CSc2nc(-c3cccc(Cl)c3)nc3c2Cc2c(CO)cnc(C)c2O3)cc1	.	-8%	.	.	14%[76.3 µM]	.	2%	-2%
Cc1cc(/C(N)=N/OC(=O)Nc2cccc(C(F)(F)F)c2)no1	0%	?	1%[10 µM]	6%	7%	1%	-14%	-18%
CN(C)/C=C\C(=C/C(=O)C(F)(F)F)Nc1ccccc1Oc1ccccc1	7%	3%	-20%	-3%	2%	3%	-1%	-1%
CCOc1c(Cl)cc(CNCc2ccccn2)cc1OC	-5%	-3%	.	1%	5%	-2%	1%	1%
COc1ccc(C2NCCc3c2[nH]c2ccccc32)cc1CSc1nc2ccccc2s1 (configuration not stated)	-9%	2%	5%[10 µM]	-9%	-2%	-5%	-4%	-9%
O=C(c1ccco1)N1CCN(S(=O)(=O)Cc2ccc(Cl)cc2)CC1	0%	10%	10%[0.074 µM]	4%	-13%	-5%	-11%	2%
COCc1cc(S(=O)c2ccc(Cl)cc2)nc(C)n1 (configuration not stated)	9%	?	-20%	-1%	-1%	1%	?	-11%
CCCC1CC(C)(c2csc(Nc3ccc(OCC)cc3)n2)OC1=O (configuration not stated)	-6%	?	10%[10 µM]	1%	?	12%	?	?

Bioassay records from PubChem.
